Compound activity deposited in PubChem BioAssay by several laboratories.
hgDAF-12 ag = H. glycines DAF-12 receptor agonists, primary screen, cell-based, luminescence, HEK293, GAL4 fusion, UAS-luciferase; Nuclear hormone receptor DAF-12 (Heterodera glycines), GAL4 fusion; HEK293 GAL4-hgDAF12 UAS-luciferase reporter, agonist luminescence; normalized to butyrate control; activation, % at 6.8 µM; hit rate 1.8% among 370,000; AID 687014, 2013;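 active means activation above a cutoff set at the mean of all screened compounds plus 3 SD, cut at about 10% in these data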;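 further: 0% = DMSO wells and 100% = sodium butyrate wells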
hcDAF12 agonist = H. contortus DAF-12 nuclear receptor activators, primary screen, cell-based, luminescence, HEK293, lit1-tk-luc reporter; activation, % at 6.8 µM; hit rate 1.4% among 370,000; HEK293 hcDAF-12 lit1-tk-luc reporter; 0% DMSO, 100% Δ7-dafachronic acid;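 active means activation above the mean of all tested compounds plus 3 SD, cut at about 5.5% in these data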;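 further: 100% = response to 3 µM Δ7-dafachronic acid high control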
Rev-erbA mod = modulators of Rev-erb alpha DNA binding, primary screen, biochemical, FITC-DNA, fluorescence polarization, uHTS. AID 1259318, 2017. activity, % at 10 µM. Rev-erbα–FITC-DNA binding, 90 min. Nuclear receptor subfamily 1 group D member 1 (Homo sapiens), P20393. hit rate 0.79% among 370,000;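 active means activity above about 14%, limit read from the data; passing the limit was not always enough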;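 further: 0% = DMSO wells with 35 nM protein and 100% = DMSO wells with 750 nM protein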
PLCb3 inh = human PLC-beta3 inhibitors, primary screen, biochemical, fluorescence; 1-phosphatidylinositol 4,5-bisphosphate phosphodiesterase beta-3 (Homo sapiens), Q01970; Purified PLC-beta3, fluorogenic substrate; inhibition, % at 12.2 µM; hit rate 0.18% among 370,000; in the data active means inhibition above about 11%;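 further: 0% = median of compound wells on plate and 100% = full blocker control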
HGIII-sPLA2 inh = human group III sPLA2 inhibitors, primary screen, biochemical, QFRET, BODIPY PC-A2 liposome substrate; QFRET BODIPY PC-A2 liposome hydrolysis, fluorescence; hit rate 0.56% among 370,000; Group 3 secretory phospholipase A2 (Homo sapiens), Q9NZ20; inhibition, % at 12.2 µM;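 active means inhibition above mean plus 3 SD of compounds lying within the high and low control bounds, cut at about 19% in these data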;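 further: 0% = median of test compound wells and 100% = no enzyme DMSO wells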
Target sequence (Q9NZ20 whole entry, looked up): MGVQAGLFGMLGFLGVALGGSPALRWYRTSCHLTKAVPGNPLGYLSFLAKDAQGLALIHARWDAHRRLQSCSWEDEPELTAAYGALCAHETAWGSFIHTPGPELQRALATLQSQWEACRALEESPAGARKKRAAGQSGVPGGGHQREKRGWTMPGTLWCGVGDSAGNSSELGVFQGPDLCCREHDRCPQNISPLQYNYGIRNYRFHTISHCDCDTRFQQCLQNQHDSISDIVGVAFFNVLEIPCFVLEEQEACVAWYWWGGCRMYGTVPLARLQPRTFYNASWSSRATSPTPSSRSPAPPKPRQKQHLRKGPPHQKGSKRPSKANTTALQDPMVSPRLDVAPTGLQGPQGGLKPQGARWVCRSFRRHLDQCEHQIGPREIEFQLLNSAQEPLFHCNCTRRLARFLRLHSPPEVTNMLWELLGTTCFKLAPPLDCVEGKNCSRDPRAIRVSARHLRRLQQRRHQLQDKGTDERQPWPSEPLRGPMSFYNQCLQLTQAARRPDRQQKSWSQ
FXN GAA850 act = FXN promoter activators, primary screen, cell-based, luciferase luminescence, HEK293 lucGAA850; activation, % at 6 µM; AID 540364, 2011; HEK293 lucGAA850 FXN promoter luciferase reporter, 24 h; percent of 10 µM SAHA response; hit rate 0.56% among 360,000;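 active means activation above the average of all compounds screened plus 3 SD, cutoff fixed separately per campaign, cut at about 7.5% in these data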;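 further: 0% = DMSO wells and 100% = 10 µM SAHA wells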
DAX1 inh-1 = DAX1 (NR0B1) inhibitors, primary screen, cell-based, HEK293, Gal4-DAX1, luciferase luminescence; hit rate 0.99% among 340,000; inhibition, % at 6.75 µM; HEK293 Gal4-DAX1 luciferase reporter; AID 504766, 2011; Nuclear receptor subfamily 0 group B member 1 (Homo sapiens), P51843;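 active means inhibition above the mean over all tested compounds plus 3 SD, cut at about 4.2% in these data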;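 further: 0% = DAX1-transfected cells with DMSO and 100% = empty-vector control cells with DMSO; inhibition shows as a rise in luminescence from relieved DAX1 repression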
Target sequence (P51843 207-470 limits assumed): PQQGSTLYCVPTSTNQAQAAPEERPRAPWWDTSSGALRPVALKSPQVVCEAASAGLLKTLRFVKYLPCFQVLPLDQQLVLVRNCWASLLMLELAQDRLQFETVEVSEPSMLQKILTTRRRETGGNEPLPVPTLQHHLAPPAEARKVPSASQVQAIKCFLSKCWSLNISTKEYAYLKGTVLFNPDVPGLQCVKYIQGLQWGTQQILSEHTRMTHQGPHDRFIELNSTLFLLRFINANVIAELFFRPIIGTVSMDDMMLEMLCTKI
SMARCA2 act = SMARCA2 (BRM) function activators, primary screen, cell-based, luminescence, high throughput; hit rate 1% among 370,000; MG213 cells, MMTV-luciferase reporter, dexamethasone, overnight; activation, % at 9.1 µM; in the data active means activation above about 7.8%;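 further: 0% = vehicle wells and 100% = reference activator wells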
PG9 Ab binder = binders of HIV-1 gp120 antibody PG9, primary screen, biochemical, TR-FRET. TR-FRET gp120-PG9 antibody binding. inhibition, % at 6.7 µM. hit rate 0.43% among 360,000. AID 624416, 2012; in the data active means inhibition above about 8.5%
ssDAF-12 act = S. stercoralis DAF-12 nuclear receptor activators, primary screen, cell-based, luminescence, HEK293, GRIP1 co-expression, lit1-tk-luc. Nuclear hormone receptor DAF-12 (Strongyloides stercoralis). HEK293 ssDAF-12/GRIP1 lit1-tk-luc reporter; % of 3 µM dafachronic acid response. activation, % at 6.8 µM. hit rate 1% among 370,000. AID 652126, 2013;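 active means activation above the mean over all tested compounds plus 3 SD, cut at about 0.9% in these data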;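 further: 0% = DMSO-only wells and 100% = 3 µM delta7-dafachronic acid wells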
DAX1 inh-2 = DAX1 (NR0B1) inhibitors on StAR promoter, primary screen, cell-based, luminescence, SF-1 (NR5A1), full-length DAX-1; HEK293T StAR-luciferase reporter, SF-1/DAX-1 repression relief; inhibition, % at 6.8 µM; hit rate 1.1% among 370,000; AID 652010, 2013;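 active means inhibition above the mean over all tested compounds plus 3 SD, cut at about 3.6% in these data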;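 further: 0% = DAX-1 cells with DMSO and 100% = cells lacking DAX-1 with DMSO; higher inhibition means more luminescence from relief of DAX-1 repression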
Starred values were filed as active, the others as inactive; . = no result given.

SMILES	hgDAF-12 ag	hcDAF12 agonist	Rev-erbA mod	PLCb3 inh	HGIII-sPLA2 inh	FXN GAA850 act	DAX1 inh-1	SMARCA2 act	PG9 Ab binder	ssDAF-12 act	DAX1 inh-2
CCCCC(C(=O)O)C(C)CC(=O)Nc1cccc(C(=O)O)c1 (configuration not stated)	-1.4	-0.5	6.0	-0.8	1.2	0.0	0.3	0.1	0.5	-0.7	0.4
CC(=O)N1CCOCCOCCN(C(C)=O)CCOCC1	-0.3	-1.1	-2.9	-3.3	7.7	-0.2	2.5	-4.8	-2.0	-1.0	-0.4
COc1ccc(CCNC(=O)C2CCN(S(=O)(=O)N3CCOCC3)CC2)cc1OC	-1.9	-1.8	-2.3	-3.4	8.6	3.3	0.0	-2.2	1.6	-1.1	-0.4
COC(=O)[C@@]12C[C@@H](CC(=O)N3CCOCC3)C(=O)N(CCc3ccc(OC)c(OC)c3)C1=CCC(C)(C)C2	-2.6	-1.6	1.7	0.8	-1.1	.	.	-1.3	-0.1	-1.0	-0.6
CCOC(=O)C1CCN(C(=O)CCc2c(C)nc3cc(-c4ccc(OC)cc4OC)nn3c2C)CC1	-1.1	0.8	-4.2	-54.4	2.5	1.6	-2.0	0.8	-2.9	-1.4	0.7
OCCN(CCO)CC(O)COc1ccc(C23CC4CC(CC(C4)C2)C3)cc1 (configuration not stated)	-16.4	-8.4	5.3	1.8	8.7	-17.6	-4.5	-12.3	-0.1	-3.1	-2.2
COc1cccc(-c2cnc3c(NC=O)cc(-c4ccncc4)cn23)c1	-0.9	-2.0	-3.1	-51.4	3.9	4.0	.	1.2	-2.5	-2.1	-0.7
NS(=O)(=O)c1ccc2c(c1)oc(=O)c1cc(S(N)(=O)=O)ccc12	0.2	-1.5	1.1	-2.7	4.0	1.8	0.5	1.0	-0.4	-1.3	0.3
CCCn1c(N)c(C(=O)CN(C)CC(=O)Nc2cc(C)ccc2C)c(=O)[nH]c1=O	0.9	-1.0	0.8	-6.3	-1.5	1.1	0.5	4.5	0.1	-1.4	-1.4
Cc1cc(C(=O)NC(C)C2CCCO2)c(C)o1 (configuration not stated)	2.4	-0.9	1.6	-5.2	-0.3	1.9	-0.5	-0.9	1.9	-0.6	0.2
Cc1cccc(C(=O)N2CCC(=O)N([C@H](COCc3ccc(Cl)cc3)Cc3ccccc3)CC2)c1	-0.4	-1.3	0.0	-1.3	-8.5	.	.	-3.3	0.4	-1.3	-4.1
Clc1cccc(Oc2cnc3ccccc3n2)c1	5.7	4.0	3.2	-1.1	1.8	2.4	-0.1	-1.3	-1.1	0.1	0.5
CC(C)Cc1cc(C(=O)N2CCC(N3CCC(C(=O)NC4CC4)CC3)CC2)n[nH]1	4.0	-0.7	-2.7	2.8	-2.9	-0.1	1.4	2.1	2.0	-0.7	0.0
CCCN(CCC)CCN1CCN(C(=O)[C@H](CCc2ccccc2)NC(=O)[C@H]2O[C@@H](n3cnc4c(N)ncnc43)[C@H](O)[C@@H]2O)CC1	-5.2	-1.9	0.1	-0.8	9.3	.	.	-3.9	-1.5	-0.7	-1.1
O=C(O)/C=C/c1ccccc1[N+](=O)[O-]	-1.7	5.6	2.3	-8.2	2.1	0.2	-1.3	0.6	-2.2	-0.9	-0.1
COc1cccc(CN2C(=O)CCC2(C)C(=O)NC2CCCCCC2)c1 (configuration not stated)	-0.5	-2.1	0.7	5.0	-1.0	0.8	1.4	-3.9	-0.2	-1.7	0.3
CCOc1ccc2nc(NC(=O)C3CCN(C(=O)c4ccco4)CC3)sc2c1	7.7	1.3	-4.5	-2.1	-13.3	3.1	2.5	3.1	-0.5	0.0	0.5
CCN1C(=O)[C@@H]2[C@H](C1=O)[C@@H]1C(=O)Nc3ccccc3C(=O)N1[C@@H]2c1ccccc1	-3.2	1.3	-2.6	-11.9	-5.7	-0.6	-0.4	1.7	-1.5	-0.7	-0.4
COc1ccc(Br)cc1/C=C/C(=O)Nc1ccc2ccccc2c1	1.4	-0.5	4.3	-49.3	-10.6	2.2	-1.6	-1.4	-0.8	-1.5	-0.8
CCCN(CC(=O)Nc1ccccc1C)C(=O)c1cn2ccccc2n1	0.9	-0.6	-1.6	-8.1	4.0	1.2	0.9	0.0	-1.9	-0.9	-0.9
CC(C)(C)NS(=O)(=O)c1ccc(NS(=O)(=O)c2ccc(F)cc2)cc1	-0.3	-0.2	-8.9	1.9	-15.6	4.1	3.3	2.2	0.2	-1.1	0.0
COC(=O)c1ccc(COc2ccc(/C=N/NC(=O)C(=O)Nc3ccc(OC)cc3)cc2OC)o1	0.6	0.1	8.0	-1.9	13.3	1.6	.	-5.9	-0.5	-1.5	-0.7
CCOC(=O)c1ccc(NC(=O)CSc2nnc(CNc3ccc(C)cc3)n2C)cc1	1.3	-2.1	0.2	2.2	-9.6	-2.7	-0.5	2.3	-0.8	-0.1	-0.8
O=C(O)c1ccc2c(=O)n3c(nc2c1)/C(=C/c1cccc(Cl)c1Cl)CC3	1.9	2.3	-1.0	-140.2	0.8	0.8	1.9	-0.6	-3.3	-1.6	0.7
CCn1nc(C)c(CNC(=O)CCc2nnc(Cc3c[nH]c4ccccc34)o2)c1C	-0.4	1.4	-2.4	-1.6	1.7	0.1	-0.6	-3.1	1.1	0.2	-0.3

As a short view, part of the list above:
SMILES	hgDAF-12 ag	hcDAF12 agonist	Rev-erbA mod	PLCb3 inh	HGIII-sPLA2 inh	FXN GAA850 act	DAX1 inh-1	SMARCA2 act	PG9 Ab binder	ssDAF-12 act	DAX1 inh-2
COc1ccc(Br)cc1/C=C/C(=O)Nc1ccc2ccccc2c1	1.4	-0.5	4.3	-49.3	-10.6	2.2	-1.6	-1.4	-0.8	-1.5	-0.8
CCCN(CC(=O)Nc1ccccc1C)C(=O)c1cn2ccccc2n1	0.9	-0.6	-1.6	-8.1	4.0	1.2	0.9	0.0	-1.9	-0.9	-0.9

Five compounds out of the list above, ordered by the number in Rev-erbA mod, rising:
SMILES | Rev-erbA mod
CC(=O)N1CCOCCOCCN(C(C)=O)CCOCC1 | -2.9
CCCN(CC(=O)Nc1ccccc1C)C(=O)c1cn2ccccc2n1 | -1.6
O=C(O)c1ccc2c(=O)n3c(nc2c1)/C(=C/c1cccc(Cl)c1Cl)CC3 | -1.0
Cc1cc(C(=O)NC(C)C2CCCO2)c(C)o1 (configuration not stated) | 1.6
COC(=O)c1ccc(COc2ccc(/C=N/NC(=O)C(=O)Nc3ccc(OC)cc3)cc2OC)o1 | 8.0

Continuation.
SMILES	hgDAF-12 ag	hcDAF12 agonist	Rev-erbA mod	PLCb3 inh	HGIII-sPLA2 inh	FXN GAA850 act	DAX1 inh-1	SMARCA2 act	PG9 Ab binder	ssDAF-12 act	DAX1 inh-2
O=C(NCCN1CCOCC1)c1cc2cc(Br)ccc2oc1=O	-0.6	0.1	-0.1	-3.6	0.1	1.4	0.3	-2.0	-0.4	-1.2	0.6
O=C(C[n+]1ccccc1)N/N=C/c1ccc(Br)cc1	-1.9	0.0	1.1	-3.6	3.9	2.3	1.1	-1.0	0.2	-0.5	0.6
C=CCn1nc(C(=O)Nc2ccc(OC)cc2)cc1-c1sc(NC(=O)c2ccccc2)nc1C	-5.0	-2.0	-5.6	-31.8	-13.2	.	.	-5.6	-2.7	-1.5	-2.4
CCn1cc(CN2CCCC(C(=O)c3ccc(-c4ccccc4)cc3)C2)cn1 (configuration not stated)	-4.0	-1.7	2.4	-1.0	-15.0	1.3	.	-0.7	-1.9	-1.8	-0.1
Cc1ccc([N+](=O)[O-])cc1S(=O)(=O)Nc1cccc(-c2ccc(N3CCCC3)nn2)c1	3.0	-0.3	-3.1	-1.5	-42.2	0.8	-0.9	3.1	-2.4	-0.2	0.9
CC(C)(C)c1ccc(OCCC(=O)OCC(=O)NC2CC2)cc1	-9.1	-4.1	8.2	-7.0	-6.0	-1.6	-0.7	-7.0	-2.6	-1.9	-0.9
COc1ccc(C(=O)N[C@H](C(=O)NCCc2ccc3c(c2)OCCO3)C(C)C)cc1	-0.1	0.1	1.2	-10.3	-3.6	-1.7	-0.4	0.0	0.5	-1.6	-1.7
COc1ccc(/C=C2\N=C(SC)NC2=O)cc1	1.4	-0.2	2.7	2.6	17.4	-0.9	-0.9	-2.2	-5.2	-1.4	-0.1
O=C(c1ccc(N2CCOCC2)c([N+](=O)[O-])c1)N1CCCC(C(F)(F)F)C1 (configuration not stated)	1.0	-1.8	-5.2	-8.6	15.8	1.4	0.2	-2.7	-0.3	-0.7	0.7
Cc1cccc(NC(=O)NCCN2CCCCC2)c1	1.4	-1.2	-0.7	6.3	4.1	-0.2	0.1	0.1	-1.3	-1.2	-0.2
COc1nnc(-c2ccc(C)c(S(=O)(=O)NCCO)c2)c2ccccc12	-1.8	-0.2	-4.1	3.3	8.2	1.5	0.2	-0.9	-0.1	-1.6	0.1
CC(C)(C)C(=O)NC1CC2CCCC(C1)N2C(=O)Nc1ccccc1Cl (configuration not stated)	-0.6	-1.3	-0.2	-4.2	3.6	-0.5	0.0	2.8	-1.4	-1.3	-0.1
CC1CCN(C(=O)CSc2ccc(-c3cccc([N+](=O)[O-])c3)nn2)CC1	1.6	-1.4	-5.2	-2.9	-0.1	0.1	-1.0	3.5	-0.2	-1.0	-1.0
CC(C)(C)n1nnnc1C(c1cccs1)N1CCN(c2ccccc2)CC1 (configuration not stated)	-0.3	1.2	0.2	1.7	-5.7	0.7	2.2	-2.5	0.2	-1.3	-0.5
Cc1cccc(-c2nc3c(s2)CCc2onc(-c4ccc(Br)cc4)c2-3)c1	0.1	-1.1	-2.0	0.6	-0.9	0.1	-0.1	1.0	0.2	-1.1	-0.1
